MITF primary – MITF inhibitors, primary screen, biochemical, AlphaScreen, human; 650,000 tested, 0.91% active; AlphaScreen MITF homodimerization, bead proximity signal; inhibition, % at 2.6 µM; in the data active means inhibition above about 50%;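 further: 0% = vehicle wells with protein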
GPR151 ag – activators of human GPR151, primary screen, cell-based, PathHunter beta-arrestin, luminescence. activation, % at 11.2 µM. 650,000 tested, 1% active. PathHunter beta-arrestin GPR151 cells. AID 1508602, 2020; in the data active means activation above about 4.9%;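 further: 0% = median of compound wells and 100% = cells with positive control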
Target sequence (Q8TDV0 whole entry, looked up): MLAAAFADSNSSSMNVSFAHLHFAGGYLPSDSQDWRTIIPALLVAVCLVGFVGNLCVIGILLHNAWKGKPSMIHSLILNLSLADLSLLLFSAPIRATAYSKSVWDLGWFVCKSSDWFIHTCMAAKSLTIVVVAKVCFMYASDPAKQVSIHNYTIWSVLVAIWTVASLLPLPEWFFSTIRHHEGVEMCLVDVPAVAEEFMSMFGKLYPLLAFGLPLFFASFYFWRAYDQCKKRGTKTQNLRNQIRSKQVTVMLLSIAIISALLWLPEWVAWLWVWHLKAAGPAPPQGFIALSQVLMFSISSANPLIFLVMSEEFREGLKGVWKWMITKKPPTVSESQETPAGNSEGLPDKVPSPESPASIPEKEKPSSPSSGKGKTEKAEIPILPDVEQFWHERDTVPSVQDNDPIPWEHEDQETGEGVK
FBW7 act – FBW7 E3 ligase activators, primary screen, biochemical, AlphaScreen, human | F-box/WD repeat-containing protein 7 (Homo sapiens), Q969H0 | AlphaScreen FBW7–phospho-cyclin E peptide binding, activator screen | normalized activity (activation), % at 26.1 µM | 650,000 tested, 0.13% active | AID 1259310, 2017; in the data active means normalized activity above about 1.9%;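 further: purified mutant Fbw7 with reduced substrate affinity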
Target sequence (Q969H0 whole entry, looked up): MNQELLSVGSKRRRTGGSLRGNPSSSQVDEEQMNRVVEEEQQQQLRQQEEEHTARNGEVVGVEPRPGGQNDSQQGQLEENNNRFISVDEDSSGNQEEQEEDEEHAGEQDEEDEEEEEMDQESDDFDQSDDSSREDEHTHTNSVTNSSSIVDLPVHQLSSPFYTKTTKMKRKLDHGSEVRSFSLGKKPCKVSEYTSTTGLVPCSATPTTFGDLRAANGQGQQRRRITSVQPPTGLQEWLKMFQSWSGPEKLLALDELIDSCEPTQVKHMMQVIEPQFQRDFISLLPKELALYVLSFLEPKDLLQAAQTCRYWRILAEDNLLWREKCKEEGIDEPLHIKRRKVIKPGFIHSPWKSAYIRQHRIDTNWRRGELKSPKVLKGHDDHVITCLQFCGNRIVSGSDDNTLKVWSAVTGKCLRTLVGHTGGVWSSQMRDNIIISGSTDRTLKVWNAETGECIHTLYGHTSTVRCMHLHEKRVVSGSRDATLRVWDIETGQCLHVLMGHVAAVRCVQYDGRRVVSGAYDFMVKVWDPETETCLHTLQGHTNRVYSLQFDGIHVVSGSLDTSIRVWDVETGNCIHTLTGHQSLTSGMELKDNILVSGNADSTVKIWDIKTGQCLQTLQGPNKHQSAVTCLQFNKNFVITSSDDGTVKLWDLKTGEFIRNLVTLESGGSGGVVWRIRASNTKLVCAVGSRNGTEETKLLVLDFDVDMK
TEAD-YAP block – TEAD-YAP interaction inhibition, primary screen, TEAD-YAP interaction inhibitor project, luminescence, HEK-TIYL cells; 640,000 tested, 1.4% active; inhibition, % at 9.12 µM; TEAD-Gal4/YAP UAS-luciferase luminescence; in the data active means inhibition above about 32%;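 further: 0% = median of test compound wells and 100% = reference inhibitor wells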
An asterisk follows results filed as active; . = no result given; & = joins results of further samples.

Start of the listing, in advance:
No. | molecule | MITF primary | GPR151 ag | FBW7 act | TEAD-YAP block
1 | Cc1ccc(C(C)C)c(OCCN2CCNCC2)c1 | 75* | 0.9 | -0.1 | -3
2 | Cc1occc1C(=O)N/N=C/c1ccc([N+](=O)[O-])o1 | -7 | -1.2 | 0.0 | -42
3 | CCOC(=O)/C(C#N)=C\c1ccccc1OCCO | 1 | 2.2 | 0.1 | 10

The listing, from the start:
No. | molecule | MITF primary | GPR151 ag | FBW7 act | TEAD-YAP block
1 | Cc1ccc(C(C)C)c(OCCN2CCNCC2)c1 | 75* | 0.9 | -0.1 | -3
2 | Cc1occc1C(=O)N/N=C/c1ccc([N+](=O)[O-])o1 | -7 | -1.2 | 0.0 | -42
3 | CCOC(=O)/C(C#N)=C\c1ccccc1OCCO | 1 | 2.2 | 0.1 | 10
4 | Cc1cccc(OCC(=O)Nc2cc3nn(-c4ccc(Cl)cc4)nc3cc2C)c1 | -8 | -0.4 | 0.0 | 0
5 | c1ccc2[nH]c(CNc3nc(-c4csc5ccccc45)nc4c3ncn4-c3ccsc3)nc2c1 | 0 | 1.1 | 0.9 | 16
6 | Cc1ccc2c(C)nc(N3CCCC(NCc4ccsc4)CC3)nc2c1 (stereo not given) | 1 | -0.6 | 0.2 | 2
7 | Cc1cc(NC(=O)c2ccc(Br)c(S(=O)(=O)N3CCCC3)c2)no1 | -8 | 1.2 | -0.1 | 14
8 | CC(=O)Oc1c(Cl)cc(N(C(C)=O)S(=O)(=O)c2ccc(C)cc2)c2ccccc12 | 8 | 0.0 | 0.2 | -2
9 | O=C(CN1CCC(O)(c2ccccn2)CC1)Nc1cccc(C(F)(F)F)c1 | 6 | -2.1 | 1.1 | 8
10 | CCOc1ccc(N(C)S(=O)(=O)c2ccc3[nH]cc(C(=O)N(CC)CC)c(=O)c3c2)cc1 | 5 | -0.3 | 0.0 | 3
11 | O=C1CCCN1CCCNc1nc(-c2csc3ccccc23)nc2c1ncn2-c1ccccc1 | 0 | 5.8* | 0.0 | 11
12 | CCc1c(C)sc2ncn3c(=O)[nH]nc3c12 | 12 | 1.7 | 0.2 | -15
13 | Cc1noc(NS(=O)(=O)c2ccc(N3CC(O)=C(c4ccccc4)C3=N)cc2)c1C | 14 | -1.9 | 0.4 | 6
14 | CCCCCC(=O)N/N=C/c1cccc([N+](=O)[O-])c1 | -1 | -1.0 | -0.1 | -6
15 | CN(C)c1ccc(C(CNS(=O)(=O)c2ccc3c(c2)OCCO3)N2CCOCC2)cc1 (stereo not given) | 6 | -0.6 | -0.1 | 15
16 | COc1cccc(N2CC(NC(=O)N3CCN(c4ccc([N+](=O)[O-])cc4)CC3)CC2=O)c1 (stereo not given) | 10 | 12* | -0.2 | 20
17 | Cc1ccc(-c2cc(C(=O)N3CCN(C(=O)c4ccco4)CC3)[nH]n2)c(C)c1 | -12 | 0.8 | 0.1 | -6
18 | CCOC(CNC(=O)NS(=O)(=O)c1ccc(C)cc1)(OCC)c1ccccn1 | 14 | -1.5 | 0.0 | -1
19 | COc1cc(NS(=O)(=O)c2ccc(NC(=O)c3cccc(F)c3)cc2)ncn1 | -7 | -0.2 | 0.1 | -1
20 | COC(=O)c1ccc(C2CC(=O)NC3=C2C(=O)CC(c2ccc(OC)cc2)C3)cc1 (stereo not given) | 7 | -0.1 | 0.1 | -5
21 | N#CC1(C#N)[C@H](c2cccc(I)c2)[C@@H](C(=O)c2ccccc2)N2c3ccc(Cl)cc3C=C[C@@H]21 | 3 | 0.6 | 0.0 | 0
22 | CN(C)c1ccc2sc(SCc3ccccc3Cl)nc2c1 | 17 | -0.5 | 0.1 | -64
23 | O=C(CC(NCC1CCCO1)C(=O)O)Nc1ccc(F)cc1 (stereo not given) | 1 | -0.6 | 0.0 | -2
24 | O=C1OC(c2ccc(F)cc2)=N/C1=C\c1ccco1 | -6 | -0.3 | 0.0 | -31
25 | CCc1ccc(NC(=O)CCN2C(=O)C3C4C=CC(C4)C3C2=O)cc1 (stereo not given) | 4 | 3.1 | -0.1 | -27
26 | O=c1[nH]c(/C=C/c2ccc(C(F)(F)F)cc2)nc(O)c1[N+](=O)[O-] | 8 | 0.5 | -0.1 | 6
27 | CCC(=O)N1N=C(c2ccc(C)o2)CC1c1ccc(Br)cc1 (stereo not given) | -7 | -1.0 | -0.1 | -13
28 | Cc1cccc(CCN(CC(=O)NC2CCCC2)C(=O)c2csnn2)c1 | 0 | -0.1 | 0.3 | 8
29 | Cc1ccc(CN2C(=O)CSc3ccc(C(=O)O)cc32)cc1 | 5 | -0.1 | 0.1 | -6
30 | CCOc1ccccc1N(CC(=O)NCCC(C)C)C(=O)CCC(=O)Nc1ccccn1 | 8 | -0.9 | 0.0 | 6

Compound profiles, from the list above. Screens in order: MITF primary | GPR151 ag | FBW7 act | TEAD-YAP block
CCOC(CNC(=O)NS(=O)(=O)c1ccc(C)cc1)(OCC)c1ccccn1 in the list: 14 | -1.5 | 0.0 | -1
CN(C)c1ccc2sc(SCc3ccccc3Cl)nc2c1 in the list: 17 | -0.5 | 0.1 | -64

(more compounds)
No. | molecule | MITF primary | GPR151 ag | FBW7 act | TEAD-YAP block
31 | CCCCOC(=O)c1cccc(NC(=O)COc2ccc(Br)cc2Br)c1 | -4 | 0.3 | 0.0 | 58*
32 | CN1CCN(C(=O)c2ccc(CS(=O)(=O)c3c(Cl)cccc3Cl)o2)CC1 | -1 | -0.4 | -0.3 | 1
33 | Cc1nc(-c2ccc(C(F)(F)F)cc2)sc1C(=O)NCc1ccc(OC(C)(C)C(=O)O)cc1 | 1 | -2.1 | . | .
34 | CN(C)c1ccccc1-c1cnc2c(NCC3CC3)nccn12 | 13 | 0.7 | 0.2 | -7
35 | Cn1c(SCC(=O)NCc2ccccc2)nc2ccccc21 | -1 | 0.2 | -0.1 | -3
36 | COC(=O)c1cccc(COc2cccc(Br)c2)c1 | -173 | 1.0 | 0.8 | -70
37 | O=C(Nc1c2c(nn1-c1ccc(Cl)cc1)CS(=O)(=O)C2)c1ccccc1[N+](=O)[O-] | 1 | 1.6 | -0.1 | 2
38 | Nc1nc(NC2CC2)cc(-c2csc3ccccc23)n1 | -16 | -1.5 | -0.1 | -43
39 | O=C(NC(Nc1ncccn1)C(Cl)(Cl)Cl)c1ccco1 (stereo not given) | 20 | 2.8 | 0.1 | 17
40 | Cc1ccc(S(=O)(=O)CCC(=O)OCC(=O)NC(=O)NCC(C)C)cc1 | 0 | 1.3 | 0.0 | 12
41 | CCN(CC(=O)Nc1cc(Cl)ccc1C)c1ncnc2sc(C)c(C)c12 | -5 | -1.3 | 0.4 | 10
42 | O=C(CSc1n[nH]c(-c2cccs2)n1)N1CCCc2ccccc21 | -5 | 0.0 | 0.0 | 9
43 | CCN(c1ccc(F)cc1)S(=O)(=O)c1ccc2[nH]cc(C(=O)NC3CCCC3)c(=O)c2c1 | 12 | -0.6 | 0.3 | 2
44 | CCN(CC)C(=O)CSc1nc2c(sc(=S)n2-c2cc(OC)ccc2OC)c(=O)n1-c1ccccc1C | 10 | 0.5 | 0.1 | 6
45 | O=C(NC1CCCCCC1)C1CCC(CNc2c(N3CCCCC3)c(=O)c2=O)CC1 (stereo not given) | 8 | 0.4 | 0.0 | 0
46 | Cc1c(C(=O)N2CCCCC2)oc2c1C(=O)CC(C)(C)C2 | 3 | -1.8 | -0.1 | 1
47 | CCOC(=O)C1=C(C)N=c2s/c(=C/c3ccc(-c4cccc(Cl)c4Cl)o3)c(=O)n2C1c1ccc(OC)c(OC)c1 (stereo not given) | 11 | 1.1 | 0.2 | 6
48 | CCOc1ccc(C)cc1S(=O)(=O)n1nnc2ccccc21 | 1 | -1.6 | -0.1 | 2
49 | COc1ccc(C2=NOC(C(=O)Nc3cc(Br)ccc3O)C2)cc1OC (stereo not given) | 2 | 1.5 | -0.1 | -11
50 | O=C1NC2(CCN(C(=O)c3cccc4cccnc34)CC2)Oc2ccccc21 | -2 | -0.2 | 23* | -8
51 | CCOC(=O)c1cccc(NC(=O)c2ccc3c(c2)C(=O)N(C)C3=O)c1 | -11 | -1.3 | 0.0 | 5
52 | CC(C)n1cnc2c(Nc3ccc4c(c3)OCO4)nc(N3CCCC3CO)nc21 (stereo not given) | 17 | -0.7 | -0.1 | -1
53 | O=C(Nc1ccon1)c1csc2ccccc12 | 4 | 2.0 | -0.1 | 0
54 | CN1CCN(CCOCCOc2ccc(Cc3ccccc3)cc2)CC1 | -7 | 0.6 | -0.1 | 10
55 | COc1ccc(CCn2c(C)cc(=O)c(C(=O)NCc3ccco3)c2C2CC2)cc1OC | -5 | 0.0 | -0.1 | -22
56 | Cc1ccc(-c2noc(-c3ccc(C)c(Cl)c3)n2)cc1 | -4 | 0.7 | 0.0 | -11
57 | CCCCCn1c(=N)c(C#N)cc2c(=O)n3ccccc3nc21 | 5 | 0.6 | 0.5 | -8
58 | CCCCN1CCCCC1C(=O)Nc1c(C)cccc1C (stereo not given) | 14&-6 | 0.7&-1.0 | 0.1&-0.2 | 5
59 | c1ccc(-c2cnc(Cn3c(-c4cscn4)nc4ccccc43)o2)cc1 | 2 | -1.6 | -0.1 | -23
60 | CC(=O)c1cccc(NC(=O)Nc2ccc(F)cc2C)c1 | -5 | 0.0 | -0.1 | 1

From compound 31 to 37, copied from above:
No. | molecule | MITF primary | GPR151 ag | FBW7 act | TEAD-YAP block
31 | CCCCOC(=O)c1cccc(NC(=O)COc2ccc(Br)cc2Br)c1 | -4 | 0.3 | 0.0 | 58*
32 | CN1CCN(C(=O)c2ccc(CS(=O)(=O)c3c(Cl)cccc3Cl)o2)CC1 | -1 | -0.4 | -0.3 | 1
33 | Cc1nc(-c2ccc(C(F)(F)F)cc2)sc1C(=O)NCc1ccc(OC(C)(C)C(=O)O)cc1 | 1 | -2.1 | . | .
34 | CN(C)c1ccccc1-c1cnc2c(NCC3CC3)nccn12 | 13 | 0.7 | 0.2 | -7
35 | Cn1c(SCC(=O)NCc2ccccc2)nc2ccccc21 | -1 | 0.2 | -0.1 | -3
36 | COC(=O)c1cccc(COc2cccc(Br)c2)c1 | -173 | 1.0 | 0.8 | -70
37 | O=C(Nc1c2c(nn1-c1ccc(Cl)cc1)CS(=O)(=O)C2)c1ccccc1[N+](=O)[O-] | 1 | 1.6 | -0.1 | 2

(continued)
No. | molecule | MITF primary | GPR151 ag | FBW7 act | TEAD-YAP block
61 | Cc1ccc(-c2cc3nc(C)c(C)c(C(C)(C)C)n3n2)cc1 | 17 | 1.2 | 0.3 | -6
62 | O=C(CCn1c(=S)[nH]c2ccccc2c1=O)NCCC1=CCCCC1 | 5 | -1.6 | 0.1 | 6
63 | O=C1C2C3C=CC(CC3)C2C(=O)N1c1cccc(C(F)(F)F)c1 (stereo not given) | 4 | 0.1 | -0.1 | 6
64 | COc1ccc([C@@H]2C[C@H]3CN(Cc4ccccc4C)C(=O)[C@]34CCCN24)cc1 | -10 | 2.0 | -0.1 | 3
65 | O=C(Nc1nc2ccccc2n1CCN1CCOCC1)c1ccccc1 | -3 | -0.2 | -0.3 | 3
66 | CCCCCC(=O)Nc1cc(-c2nn3c(C)nnc3s2)ccc1C | -53 | 2.6 | 0.0 | -8
67 | O=C(CSc1nc2ccccc2n1CC(=O)NC1CCCC1)Nc1nccs1 | 15 | -0.1 | 0.3 | 4
68 | Cc1ccc(NC(=O)Cn2cc(-c3ccccc3C)c(N3CCOCC3)n2)c(C)c1 | 1 | 0.5 | -0.2 | 6
69 | COc1cc(C(=O)O)cc(I)c1OC1CCCC1 | -4 | 0.6 | 0.1 | -2
70 | CCOc1ccc(NC(=O)CC2SC(=NC)N(C)C2=O)cc1 (stereo not given) | -4 | 2.0 | 0.0 | 1
71 | Cc1cc(C)cc(OCC(=O)Nc2cc(-c3nn4c(C)nnc4s3)ccc2C)c1 | 9 | -0.8 | 0.4 | 1
72 | COc1cc(C(N)=O)ccc1OCC(=O)N1CCOCC1 | 48 | 0.3 | 0.2 | 4
73 | COc1cccc(OC)c1CN1CCC(N)CC1 | 2 | 0.5 | 0.0 | -2
74 | CCOc1ccc(/C=C(/C#N)C(=O)Nc2ccc(O)cc2)cc1 | 12 | -0.7 | 0.0 | -11
75 | Cn1c(CNC(=O)Nc2ccccc2Cl)nnc1SCc1ccccc1 | 5 | -0.1 | -0.1 | 4
76 | O=C(COc1cccc([N+](=O)[O-])c1)N/N=C/c1ccc(O)c(I)c1 | 5 | 0.5 | 0.0 | 5
77 | CCC1=NN(C(=O)c2cccc(O)c2C)C(O)(C(F)(F)F)C1 (stereo not given) | 7 | 2.0 | 0.0 | 8
78 | CCOC(=O)c1ccc(NCc2nc3ccccc3[nH]2)cc1 | 0 | -2.7 | 0.1 | -44
79 | CCOc1ccc(CN2CCC(n3nccc3NC(=O)Cc3ccccc3)CC2)cc1 | -6 | 0.1 | -0.1 | 7
80 | CC(=O)Nc1n[nH]c(-c2ccncc2)n1 | 17 | 0.2 | -1.2 | 10
81 | COc1ccc(NC(=O)C2CCC(=O)N2C(=O)OCc2ccccc2)cc1 (stereo not given) | 9 | 0.6 | 0.2 | 6
82 | Cc1cc(NC(=O)COc2ccc(Br)cc2Cl)no1 | 1 | -0.3 | 0.0 | -49
83 | CS(=O)(=O)N(CC(=O)Nc1cccc(Br)c1)c1ccc(F)cc1 | 17 | -1.0 | 0.0 | 7
84 | O=S(=O)(Nc1c(Cl)c(Cl)c(O)c2ccccc12)c1ccccc1 | -13 | 0.4 | 0.1 | 11
85 | CCC(C(=O)Nc1nc2ccc(S(C)(=O)=O)cc2s1)c1ccccc1 (stereo not given) | -4 | -1.0 | -0.1 | 20
86 | COc1ccc(S(=O)(=O)C(CC(=O)c2ccccc2)c2ccccc2)cc1 (stereo not given) | 7 | 0.8 | 0.0 | 3

High-throughput results (PubChem BioAssay)
